PPARg SRC-3 ag: agonists of human PPARgamma SRC-3 coactivator recruitment | P37231 | biochemical PPARgamma/SRC-3 coactivator recruitment assay | activation, % at 8 µM | 200,000 tested, 0.26% active | AID 731; in the data active = activation above about 23%;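 note: 0% = DMSO and 100% = reference agonist; some compounds past the cut are filed as inactive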
Target sequence (P37231 whole entry, looked up): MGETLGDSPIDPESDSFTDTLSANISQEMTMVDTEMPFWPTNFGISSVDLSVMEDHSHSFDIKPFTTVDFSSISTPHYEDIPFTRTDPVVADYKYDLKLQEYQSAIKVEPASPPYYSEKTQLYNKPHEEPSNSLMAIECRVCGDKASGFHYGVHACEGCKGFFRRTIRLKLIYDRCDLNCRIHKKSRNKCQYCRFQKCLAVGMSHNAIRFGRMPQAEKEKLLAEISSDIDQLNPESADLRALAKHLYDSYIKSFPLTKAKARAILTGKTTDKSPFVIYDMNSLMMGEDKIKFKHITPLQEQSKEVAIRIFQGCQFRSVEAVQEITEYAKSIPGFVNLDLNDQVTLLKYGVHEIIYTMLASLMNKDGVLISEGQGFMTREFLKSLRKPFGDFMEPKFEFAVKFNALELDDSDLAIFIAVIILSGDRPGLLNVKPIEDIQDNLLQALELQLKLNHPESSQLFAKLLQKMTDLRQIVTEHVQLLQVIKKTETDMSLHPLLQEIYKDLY
TNAP act hi DEA: increases human TNAP activity under high phosphate acceptor concentration; purified TNAP, CDP-star luminescence, 1 M DEA, 30 min; hits give high values; 0 = EDTA background, 1 = DMSO-only activity; AID 1136; activation factor at 20 µM; P05186; 200,000 tested, under 10 active;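 active = activation factor at least 2 at 20 µM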
Target sequence (P05186 whole entry, looked up): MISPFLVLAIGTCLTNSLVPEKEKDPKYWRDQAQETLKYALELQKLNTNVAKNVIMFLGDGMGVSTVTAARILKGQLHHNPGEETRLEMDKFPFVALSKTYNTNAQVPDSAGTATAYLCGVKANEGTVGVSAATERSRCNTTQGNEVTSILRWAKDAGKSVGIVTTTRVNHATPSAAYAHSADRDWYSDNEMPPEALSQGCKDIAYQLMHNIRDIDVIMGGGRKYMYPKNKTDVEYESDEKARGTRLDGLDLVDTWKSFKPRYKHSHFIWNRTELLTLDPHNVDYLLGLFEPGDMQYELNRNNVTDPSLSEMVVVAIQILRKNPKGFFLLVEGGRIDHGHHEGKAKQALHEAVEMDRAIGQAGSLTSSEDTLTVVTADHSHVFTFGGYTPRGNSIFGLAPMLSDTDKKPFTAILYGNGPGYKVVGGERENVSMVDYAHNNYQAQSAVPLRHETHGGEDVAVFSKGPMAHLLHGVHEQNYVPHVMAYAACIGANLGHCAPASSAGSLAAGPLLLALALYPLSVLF
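Assay system: human TNAP; Input: enzyme diluted 1/800 final; Reagent: CDP-star luminogenic substrate at 100 µM final; Timing: 30 min, room temperature; Signal: luminescence; Evaluation: TNAP activation factor scaled between EDTA and DMSO control wells.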
TNAP inh hi DEA: inhibitors of human TNAP at high phosphate acceptor concentration | P05186 | purified TNAP, CDP-star luminescence, 1 M DEA | inhibition, % at 20 µM | 200,000 tested, 0.03% active;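 active = over 50% inhibition of tissue-nonspecific alkaline phosphatase at 20 µM in the single-dose screen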;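 note: plate controls were DMSO wells for no effect and EDTA-quenched wells as full inhibition for full effect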
bIAP inh: intestinal alkaline phosphatase (bovine) inhibition; purified bovine IAP, CDP-star luminescence, 30 min; inhibition, % at 20 µM; 190,000 tested, under 10 active;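 active = over 50% inhibition of intestinal alkaline phosphatase at 20 µM in the single-dose screen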
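System: purified bovine intestinal alkaline phosphatase (IAP) enzyme; Input: IAP diluted 1/65,000,000 in the well; Measured by: CDP-star luminescence signal; Compound dosing: 20 µM single dose; Incubation: 30 min reaction at room temperature.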
SRC2 TRFRET art: flags TR-FRET format artefacts in PPARgamma SRC-2 recruitment agonist screen; TR-FRET artefact counter-screen; hits give high values; TR-FRET ratio at 8 µM; 200,000 tested, 0.4% active; AID 1049; in the data active = TR-FRET ratio above about 2000; note: inactives centre near 1500
bIAP activator: increases bovine intestinal alkaline phosphatase activity; purified bovine IAP, CDP-star luminescence, 30 min; hits give high values; fold of DMSO-control signal, blank-subtracted; activation factor at 20 µM; 200,000 tested, 0.17% active;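 active = activation factor of 2 or more at 20 µM, a signal rise over negative controls twice the positive control's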
TNAP inh noacc: TNAP (human) inhibition, acceptor-free conditions; purified TNAP, CDP-star luminescence, 30 min; inhibition, % at 20 µM; 200,000 tested, 0.26% active; AID 1012;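 active = tissue-nonspecific alkaline phosphatase inhibition above about 50% at 20 µM in the single-dose screen, limit read from the data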;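 note: 0% = DMSO negative control and 100% = EDTA positive control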
HMGR II inh: inhibitors of class II HMG-CoA reductase from Enterococcus faecalis; purified E. faecalis HMGR, NADPH absorbance 340 nm kinetic; inhibition, % at 10 µM; 190,000 tested, 0.41% active; AID 1066;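 active = inhibition above a set limit, the median over all tested compounds plus 3 SD, cut at about 9.5% in these data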;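 note: enzyme runs in reverse so mevalonate oxidation gives rising NADPH absorbance; 0% = complete reaction with DMSO and 100% = background rate lacking mevalonate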
PPARg SRC1 recr: PPARgamma-driven SRC-1 recruitment agonism; P37231; PPARgamma-SRC-1 coactivator recruitment biochemical assay; activation, % at 8 µM; 200,000 tested, 0.41% active; in the data active = activation above about 19%;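 note: 0% = DMSO and 100% = reference agonist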
PPARg SRC2 recr: PPARgamma-driven SRC-2 recruitment agonism; P37231; PPARgamma LBD-SRC-2 recruitment, biochemical; activation, % at 8 µM; 200,000 tested, 0.34% active; AID 1032; in the data active = activation above about 22%;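 note: 0% = vehicle and 100% = reference agonist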
Starred values were filed as active, the others as inactive; . = not tested or not shown.

SMILES | PPARg SRC-3 ag | TNAP act hi DEA | TNAP inh hi DEA | bIAP inh | SRC2 TRFRET art | bIAP activator | TNAP inh noacc | HMGR II inh | PPARg SRC1 recr | PPARg SRC2 recr
CC(=O)Nc1ccc(NC(=O)COC(=O)[C@@H](NC(=O)c2ccc(F)cc2)C(C)C)cc1 | -4 | 1 | -4 | -4 | 1633 | 1 | -10 | 5 | 1 | 8
CC(=O)NC(C)c1ccc(Cl)c(Cl)c1 (centres undefined) | 5 | 1.1 | -8 | 8 | 1434 | 0.9 | -15 | -3 | 2 | 7
COc1ccc(C(=O)CCN2CCc3cc(OC)c(OC)cc3C2)cc1 | -9 | 1 | -2 | -5 | 1333 | 1 | -8 | 4 | -3 | -4
C/C(=C\c1ccccc1)C(=O)NCCN1CCOCC1 | 3 | 1 | 1 | 7 | 1653 | 0.9 | -3 | -3 | 3 | -3
Cn1c(=N)c(S(=O)(=O)c2ccc(F)cc2)cc2c(=O)n3ccccc3nc21 | 0 | 1.1 | -6 | 4 | 1760 | 1 | -4 | 2 | 6 | 4
COC(=O)Cn1c(=NC(=O)c2cccc(OC)c2)sc2cc(OC)ccc21 | -2 | 1 | 2 | 19 | 1648 | 0.8 | -10 | 0 | -2 | -7
NC(=O)c1ncc(C(F)(F)F)cc1Oc1ccc(C(F)(F)F)cc1 | 2 | 1.1 | -7 | -10 | 1535 | 1.1 | -8 | -2 | 4 | 4
O=C(CN1CCCC1)N1CCN(c2ccccc2)CC1 | -3 | 1 | -4 | -3 | 1658 | 1 | -8 | -3 | 4 | 1
CCN(CC)c1ccc2cc(C(C)=O)c(=O)oc2c1 | 8 | 0.9 | 11 | 39 | 1511 | 0.6 | 0 | -10 | 11 | 3
CCCCCCCCNC(C)C(O)c1ccc(SC(C)C)cc1 (centres undefined) | 0 | 1 | -3 | 13 | 1576 | 0.9 | -11 | 3 | 6 | 1
COc1ccc(C2SCCN2S(=O)(=O)c2ccc(F)cc2)cc1OC (centres undefined) | -1 | 1 | 2 | 3 | 1574 | 1 | -1 | 4 | 8 | 3
O=c1c2ccccc2n2c(-c3ccc(C(F)(F)F)cc3)nnc2n1Cc1ccccc1 | -10 | 1 | -2 | 9 | 1590 | 0.9 | -1 | -6 | 4 | -11

Single values from above:
COc1ccc(C2SCCN2S(=O)(=O)c2ccc(F)cc2)cc1OC (centres undefined) – PPARg SRC-3 ag: -1
CCCCCCCCNC(C)C(O)c1ccc(SC(C)C)cc1 (centres undefined) – TNAP inh hi DEA: -3
COC(=O)Cn1c(=NC(=O)c2cccc(OC)c2)sc2cc(OC)ccc21 – TNAP inh noacc: -10

Other entries
SMILES | PPARg SRC-3 ag | TNAP act hi DEA | TNAP inh hi DEA | bIAP inh | SRC2 TRFRET art | bIAP activator | TNAP inh noacc | HMGR II inh | PPARg SRC1 recr | PPARg SRC2 recr
COc1ccc2c3c(c(=O)oc2c1OCC(=O)C(C)(C)C)CCCC3 | -1 | 1 | -4 | 5 | 1588 | 1 | -3 | -2 | -1 | 13
CC(C)CCNC(=O)CCSCCC(=O)NCCC(C)C | 6 | 1 | -3 | 6 | 1572 | 0.9 | -12 | 0 | 9 | 2
O=C(NCc1ccccc1)c1ccc(C(=O)N(C2CCCCC2)C2CCCCC2)cc1 | 12 | 1 | -3 | -2 | 1481 | 1 | -7 | -1 | 2 | 1
Cc1cc(C(=O)O)ccc1-n1c(C)cc(C=C2C(=O)c3ccccc3C2=O)c1C | 0 | 0.8 | 15 | 18 | 1633 | 0.8 | 18 | -1 | 4 | 1
COC(=O)C1=C(C)NC(=O)CC1c1ccc(F)c(Br)c1 (centres undefined) | -7 | 1.1 | -5 | 17 | 1515 | 0.8 | -9 | 1 | 1 | 5
CCc1c(C)nc(SCC(=O)Nc2c(C)n(C)n(-c3ccccc3)c2=O)[nH]c1=O | -5 | 1 | 0 | 4 | 1475 | 1 | -6 | -5 | -4 | 3
O=C(O)/C=C/C(=O)NNC(=O)c1cccc(Br)c1 | -1 | 1 | 3 | 6 | 1645 | 0.9 | 2 | -2 | 15 | 13
CCOc1ccc(C(=O)c2nc3c(n2O)CCCC3)cc1 | -4 | 1 | 0 | -4 | 1503 | 1 | -6 | 1 | 2 | 2
CCOC(=O)N1CCC(NC(=O)c2cc(S(=O)(=O)N3CCOCC3)ccc2F)CC1 | -2 | 1 | -4 | -4 | 1503 | 1 | -11 | 0 | 6 | 10
O=C(Nc1ccc(Cl)cc1C(F)(F)F)c1ccccc1 | 1 | 1 | -2 | 3 | 1497 | 1 | -11 | -2 | 3 | 3
O=C(CN1CCN(c2ccc(F)cc2)CC1)N1N=CCC1c1ccccc1 (centres undefined) | -3 | 1 | 0 | 5 | 1539 | 1 | -7 | -3 | -2 | 2
Cc1nc(SCC(=O)c2ccc(Cl)s2)c2oc3ccccc3c2n1 | -9 | 1 | -3 | -5 | 1533 | 1 | -11 | -4 | 19* | 0
CC[C@H](CO)NCCN[C@H](CC)CO | 4 | 1 | 2 | 13 | 1449 | 0.9 | -2 | -1 | 8 | 0
Nc1nnc(SCCCC(=O)c2ccc(Br)cc2)s1 | -4 | 1 | -1 | -20 | 1560 | 1.2 | -4 | -3 | 2 | 2
CCCn1c(=O)c2c(nc3n2CCN3Cc2ccco2)n(C)c1=O | 1 | 1 | -1 | 1 | 1718 | 1 | -8 | -3 | 3 | 11
COc1ccc2cc3cc(C(=O)NCCCN4CCOCC4)oc3nc2c1 | -11 | 1 | 1 | 0 | 1253 | 1 | -3 | -1 | 1 | 4
CCC(COC)NCc1cn(-c2ccc(OC)cc2)nc1-c1cccc(F)c1 (centres undefined) | 6 | 1 | 3 | -2 | 1307 | 1 | -3 | -4 | -2 | 5
COc1ccc(Nc2nc(NN)nc(C)c2[N+](=O)[O-])cc1 | 4 | 0.9 | 14 | -2 | 1628 | 1 | 3 | -4 | 2 | 7
Cc1nn(Cc2ccc(C(=O)Nc3ccc(C(=O)OC(C)C)cc3)o2)c(C)c1Cl | -10 | 1 | 3 | -4 | 1691 | 1 | 0 | -1 | 7 | 4
O=C(c1ccccc1F)N(Cc1cccnc1)Cc1cc2cc3c(cc2[nH]c1=O)OCCO3 | 6 | 1.1 | -6 | -8 | 1720 | 1.1 | -1 | -4 | 6 | 9
CC1(C)C2CC=C(/C=N/NC(=S)Nc3cccnc3)C1C2 (centres undefined) | 5 | 1 | 5 | -7 | 1654 | 1.1 | 4 | -4 | 8 | 4
CCOc1ccc(C(C)(O)CN2CCOCC2)cc1 (centres undefined) | -1 | 1 | -5 | 6 | 1406 | 0.9 | -12 | -6 | 1 | 1
Nc1nc(SCC(=O)c2cccs2)n[nH]1 | 3 | 1 | -1 | 11 | 1566 | 0.9 | -4 | 2 | -3 | 6
COC(=O)c1ccc(NC(=O)N2CCC(O)(c3cccnc3)CC2)cc1 | -3 | 1 | -3 | -5 | 1518 | 1.1 | -5 | -2 | -1 | -2

Copied from the entries so far (two entries):
SMILES | PPARg SRC-3 ag | TNAP act hi DEA | TNAP inh hi DEA | bIAP inh | SRC2 TRFRET art | bIAP activator | TNAP inh noacc | HMGR II inh | PPARg SRC1 recr | PPARg SRC2 recr
Nc1nc(SCC(=O)c2cccs2)n[nH]1 | 3 | 1 | -1 | 11 | 1566 | 0.9 | -4 | 2 | -3 | 6
COC(=O)c1ccc(NC(=O)N2CCC(O)(c3cccnc3)CC2)cc1 | -3 | 1 | -3 | -5 | 1518 | 1.1 | -5 | -2 | -1 | -2

More compounds follow.
SMILES | PPARg SRC-3 ag | TNAP act hi DEA | TNAP inh hi DEA | bIAP inh | SRC2 TRFRET art | bIAP activator | TNAP inh noacc | HMGR II inh | PPARg SRC1 recr | PPARg SRC2 recr
Cn1c(CCN2CCOCC2)nc2cc(NC(=O)COc3ccccc3)ccc21 | 1 | 1 | -1 | -1 | 1574 | 1 | -9 | 0 | -2 | 7
Cc1cc([N+](=O)[O-])nn1CC(=O)NCc1ccco1 | 3 | 1 | -2 | 12 | 1536 | 0.9 | -8 | 4 | 6 | 2
CCC(C)NC(=O)c1cc(OC)c(OC)c(OC)c1 (centres undefined) | -1 | 1.1 | -5 | 10 | 1352 | 0.9 | 5 | 0 | 4 | 4
Cc1ccc(C(=O)NC(=S)Nc2ccc(S(=O)(=O)N3CCN(C)CC3)cc2)cc1 | 4 | 1 | 0 | 24 | 1629 | 0.8 | 15 | 0 | 0 | 0
COc1ccc(-n2c(Cc3cccn3C)nnc2SCC(=O)Nc2ccc(Cl)cc2)cc1 | 5 | 1 | -4 | -7 | 1464 | 1.1 | -6 | -1 | -6 | 5
Brc1cccc(CNCCCN2CCOCC2)c1 | 3 | 1 | -2 | -9 | 1618 | 1.1 | -11 | 1 | 1 | -11
O=C(CSc1nc(-c2ccccc2)c(-c2ccccc2)o1)Nc1nnc(-c2ccccc2)s1 | 7 | 1 | -2 | -14 | 1713 | 1.1 | -5 | 6 | 3 | 3
COc1ccc(C2c3c(oc4ccc(Cl)cc4c3=O)C(=O)N2Cc2ccco2)cc1OC (centres undefined) | -2 | 1.1 | -6 | 8 | 1452 | 0.9 | -7 | -4 | 1 | -3
CC(=O)Nc1ccc2c(c1)nc(CCN1CCOCC1)n2C | 3 | 1 | -4 | 6 | 1551 | 0.9 | -8 | 2 | 10 | 5
Cc1ccc(-n2ncc3c2ncn2c(-c4ccncc4)nnc32)cc1 | . | 1 | -2 | 9 | . | 0.9 | 54* | . | . | .
O=C(CCCOc1ccccc1)N1CCCc2ccccc21 | -1 | 1.1 | -5 | 16 | 1487 | 0.8 | -11 | -2 | -8 | -2
O=C(c1cc(-c2ccc(Cl)cc2Cl)on1)N1CCOCC1 | -1 | 1 | -4 | 9 | 1563 | 0.9 | -6 | 4 | 4 | 0
COc1cc(/C=N/NC(=O)CC23CC4CC(CC(C4)C2)C3)cc(Br)c1OCC(=O)N(C)C | 2 | 1.1 | -5 | -58 | 1406 | 1.6 | 3 | -5 | 5 | -1
COc1ccc(N2C(=O)C3CC=C(Cl)CC3C2=O)cc1 (centres undefined) | 2 | 1.1 | -8 | 7 | 1458 | 0.9 | -6 | 1 | 2 | -4
Cc1cc(C(=O)N2CCC(C(F)(F)F)n3nccc32)on1 (centres undefined) | -3 | 1 | -3 | 6 | 1559 | 0.9 | -9 | -4 | -1 | 1
Cc1ccc(C(=O)C2=C(O)C(=O)N(c3ncccn3)C2c2cccc(Cl)c2)o1 (centres undefined) | . | 0.9 | 8 | 8 | . | 0.9 | 2 | . | . | .
C=C(C)c1cccc(C(C)(C)NC(=O)NCCCN2CCCC2=O)c1 | 1 | 1 | -2 | -61 | 1572 | 1.6 | -12 | -4 | 4 | -5
CCOC(=O)c1ccc(NC(=O)CN(Cc2ccc(Cl)cc2)S(C)(=O)=O)cc1 | -4 | 1 | -1 | 4 | 1465 | 1 | -7 | 0 | -3 | 2
CN(C)C(=O)c1nc2ccc(Cl)cn2c1CN1CCCC(OCc2cccnc2)C1 (centres undefined) | 7 | 1.1 | -5 | 5 | 1710 | 1 | -12 | -8 | 7 | 9
Cc1ccc(S(=O)(=O)N2CCN(CC(=O)N/N=C/C=C/c3ccccc3)CC2)cc1 | 4 | 1 | -3 | 18 | 1568 | 0.8 | -12 | 1 | -1 | 1
O=C(NCc1ccccc1)C1CC(=O)N(c2ccc(OCC(=O)N3CCCC3)cc2)C1 (centres undefined) | 7 | 1 | -3 | 10 | 1464 | 0.9 | -12 | -5 | 1 | 6
Cc1cc(N2CCN(C)CC2)nc2ccc(NC(=S)NCCN3CCc4ccccc4C3)cc12 | 1 | 1.1 | -5 | -4 | 1650 | 1 | -1 | -1 | -2 | 8

High-throughput results from PubChem BioAssay.
